Screening results from PubChem BioAssay.
ROMK mod: human ROMK K+ channel modulation, primary screen. P48048. Tet-inducible ROMK, thallium flux fluorescence; actives lie on both sides. B-score at 10 µM. hit rate 2% among 130,000. AID 1918;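 active = signal ratio slope over the read window, or its plate-corrected B-score, at least 3 SD from the plate mean, either direction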;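 also: B-score of the F/F0 ratio slope over 7 to 12 s after thallium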
bIAP act: increases bovine intestinal alkaline phosphatase activity; purified bovine IAP, CDP-star luminescence, 30 min; stronger effect = higher value; fold of DMSO-control signal, blank-subtracted; activation factor at 20 µM; hit rate 0.17% among 200,000; AID 1016;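 active = activation factor of 2 or more at 20 µM, a signal rise over negative controls twice the positive control's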
Lmaj promast: Leishmania major promastigote growth inhibition | inhibition, % at 10 µM | hit rate 9% among 200,000 | Leishmania major promastigotes, resazurin fluorescence viability | AID 1063; in the data active = inhibition above about 50%;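 also: promastigotes grown with compound for 44 hours at 28 °C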
Redox H2O2 prof: compounds producing H2O2 with reducing agent – biochemical, NIH compound library profiling, artefact control for MLSCN library redox annotation, primary screen; DTT-dependent redox cycling H2O2, phenol red/HRP absorbance; 100% = 100 µM peroxide control, 0% = buffer; activation, % at 10 µM; hit rate 0.03% among 200,000;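 active = activation of at least 50% relative to the plate's high and low controls in the primary single-dose screen; inactive = activation below 50%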;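 also: compound incubated with DTT at 0.8 mM final as the reducing agent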
PPARg SRC2 recr: promotes SRC-2 coactivator recruitment by human PPARgamma; PPARgamma LBD-SRC-2 recruitment, biochemical; activation, % at 8 µM; hit rate 0.34% among 200,000; AID 1032; in the data active = activation above about 22%;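 also: 0% = vehicle and 100% = reference agonist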
Target sequence (P37231 whole entry, looked up, the tested form may be a part): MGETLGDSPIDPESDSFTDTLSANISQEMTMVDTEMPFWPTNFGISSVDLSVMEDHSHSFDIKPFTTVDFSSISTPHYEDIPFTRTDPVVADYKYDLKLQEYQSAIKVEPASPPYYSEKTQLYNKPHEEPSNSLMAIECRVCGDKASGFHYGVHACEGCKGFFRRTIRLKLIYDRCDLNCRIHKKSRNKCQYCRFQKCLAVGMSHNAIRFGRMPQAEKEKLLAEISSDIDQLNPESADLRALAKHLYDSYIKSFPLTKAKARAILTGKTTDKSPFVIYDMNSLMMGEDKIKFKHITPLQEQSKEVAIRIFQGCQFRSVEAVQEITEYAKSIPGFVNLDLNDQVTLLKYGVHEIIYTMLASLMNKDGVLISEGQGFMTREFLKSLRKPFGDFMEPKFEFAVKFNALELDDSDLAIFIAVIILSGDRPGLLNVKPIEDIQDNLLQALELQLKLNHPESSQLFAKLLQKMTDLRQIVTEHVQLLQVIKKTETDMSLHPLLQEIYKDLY
PPARg SRC-3 ag: promotes SRC-3 coactivator recruitment by human PPARgamma. P37231. hit rate 0.26% among 200,000. activation, % at 8 µM. biochemical PPARgamma/SRC-3 coactivator recruitment assay; in the data active = activation above about 23%;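 also: 0% = DMSO and 100% = reference agonist; some compounds past the cut are filed as inactive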
TLR4-MyD88 BLA: TLR4-MyD88 interaction inhibition in cells. HeLa CL3-4 TLR4/MyD88 BLA complementation, FRET ratio. inhibition, % at 8.4 µM. hit rate 0.18% among 200,000; in the data active = inhibition above about 25%;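 also: 0% = vehicle and 100% = reference inhibitor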
TR-FRET SRC-2 ct: TR-FRET artefact, counter-screen to PPARgamma/SRC-2 agonist assay; hit rate 0.4% among 200,000; stronger effect = higher value; TR-FRET ratio at 8 µM; AID 1049; in the data active = TR-FRET ratio above about 2000; also: inactives centre near 1500; reference of the scale not given here
bIAP inh: intestinal alkaline phosphatase (bovine) inhibition; purified bovine IAP, CDP-star luminescence, 30 min; inhibition, % at 20 µM; 190,000 tested, under 10 active; AID 1019;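 active = over 50% inhibition of intestinal alkaline phosphatase at 20 µM in the single-dose screen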
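System: purified bovine intestinal alkaline phosphatase (IAP) enzyme; Input: IAP diluted 1/65,000,000 in the well; Measured by: CDP-star luminescence signal; Compound dosing: 20 µM single dose; Incubation: 30 min reaction at room temperature.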
PPARg SRC-1 ag: PPARgamma-driven SRC-1 recruitment agonism; P37231; PPARgamma-SRC-1 coactivator recruitment biochemical assay; activation, % at 8 µM; hit rate 0.41% among 200,000; AID 631; in the data active = activation above about 19%;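 also: 0% = DMSO and 100% = reference agonist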
S1P3 antag: antagonists of human S1P3 receptor. CHO S1P3 NFAT-BLA reporter, FRET fluorescence, antagonist mode. hit rate 0.27% among 170,000. inhibition, % at 4.98 µM;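 active = inhibition above the plate cutoff, the mean inhibition of test wells on that plate plus 3 SD, cut at about 28% in these data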;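 also: cells challenged with S1P at its EC80 of 0.8 µM; blue over green emission ratio from cleaved BLA substrate after 4 h stimulation; 0% = S1P-stimulated wells and 100% = unstimulated DMSO-only wells; some compounds past the cut are filed as inactive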
Target sequence (Q99500 whole entry, looked up): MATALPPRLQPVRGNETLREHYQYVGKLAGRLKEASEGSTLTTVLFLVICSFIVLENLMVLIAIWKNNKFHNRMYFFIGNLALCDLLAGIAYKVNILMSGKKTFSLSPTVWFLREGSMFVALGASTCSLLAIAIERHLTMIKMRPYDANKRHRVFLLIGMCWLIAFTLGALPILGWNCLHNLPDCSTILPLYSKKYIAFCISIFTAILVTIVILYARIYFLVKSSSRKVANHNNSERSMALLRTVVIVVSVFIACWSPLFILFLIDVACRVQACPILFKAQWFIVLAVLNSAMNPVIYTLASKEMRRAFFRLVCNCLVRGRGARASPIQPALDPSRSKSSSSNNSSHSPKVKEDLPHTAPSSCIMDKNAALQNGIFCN
* = called active by the depositor; · = no result given.

cpd	SMILES	ROMK mod	bIAP act	Lmaj promast	Redox H2O2 prof	PPARg SRC2 recr	PPARg SRC-3 ag	TLR4-MyD88 BLA	TR-FRET SRC-2 ct	bIAP inh	PPARg SRC-1 ag	S1P3 antag
1	NNC(=O)CN1C(c2ccccc2)=Nc2ccc(Br)cc2C1c1ccccc1 (stereo not drawn)	0.16	1.1	9	-0.2	3	-1	-27	1754	-12	5	-10
2	CNC(=O)CC1C(=O)N(c2ccc(Cl)cc2)C(=S)N1CCc1ccc(OC)c(OC)c1 (stereo not drawn)	0.31	1	21	-0.1	2	2	10	1660	0	3	-24
3	CCOC(=O)c1c(C)[nH]c(=S)c(C#N)c1-c1ccc(OC)cc1	-0.29	0.9	6	0.3	1	4	8	1538	11	-5	·
4	CC(=O)N1CC23C=CC(CC2CC12CCCCCC2)O3 (stereo not drawn)	·	1	9	-0.5	-2	-2	3	1556	3	2	-24
5	CCOC(=O)Cc1nc(-c2ccccc2)n[nH]1	0.7	1.1	-8	-2.7	-3	-1	-5	1543	-8	0	-15
6	COC(=O)c1c(NC(=O)Cc2cccs2)sc2c1CCCC2	-0.99	0.6	11	3.0	-4	-10	-3	1392	37	0	-9
7	CCN1CCN(CCCNC(=O)c2cc3sccc3n2CC)CC1	·	1	13	-0.7	6	-4	2	1465	-1	-1	-10
8	COc1ccccc1-c1cc(C(=O)Nc2sc3c(c2C#N)CCC(C)C3)c2ccccc2n1 (stereo not drawn)	0.54	0.9	-2	0.0	5	6	2	1785	6	6	·
9	Cc1cc(=S)[nH]c2c(C)cccc12	1.6	0.4	5	0.3	-1	6	2	1578	·	-6	·
10	O=C(NCC1CCCO1)C1C2C=CC3(CN(Cc4cccs4)C(=O)C13)O2 (stereo not drawn)	·	1	2	0.2	3	-3	-28	1652	0	1	-7
11	Cc1ccc(C2=NN(S(C)(=O)=O)C(c3ccc4nccnc4c3)C2)cc1 (stereo not drawn)	-0.093	0.9	-4	-0.1	13	-2	0	1723	11	-7	3
12	Nn1c(-c2ccco2)n[nH]c1=S	·	0.9	-6	2.6	3	0	-9	1580	8	1	-18
13	O=C(NC(=S)Nc1nc(-c2ccccc2)cs1)c1cccs1	-0.5	0.9	-5	0.1	1	3	-4	1617	11	4	-5
14	COCCNC(=S)N1C2CCC1CC(NC(=O)NC13CC4CC(CC(C4)C1)C3)C2 (stereo not drawn)	·	1.2	-5	-4.6	4	-1	4	1491	-21	3	·
15	CC(O)CCC(=O)NCCNC(=O)CCC(C)O (stereo not drawn)	1.2	1	-6	0.6	4	-1	-10	1514	2	-4	-20
16	O=C(NNC(=O)c1cc(-c2ccc(Cl)cc2Cl)nc2ccccc12)Nc1ccccc1	0.13	1.1	70*	-4.1	-5	9	-11	1337	-9	-7	·
17	c1ccc2sc(N3CCOCC3)nc2c1	·	0.9	-7	-5.2	9	-1	12	1698	10	6	·
18	Cc1ccc(C)c(N(C(=O)Cc2cccs2)C(C(=O)NC2CCCC2)c2ccc(C)o2)c1 (stereo not drawn)	·	0.9	-2	2.2	-12	-6	3	1475	15	-1	·
19	CCCCn1c(CN2C(=O)c3ccccc3C2=O)nc2ccccc2c1=O	·	0.9	-4	-13	8	1	-4	1465	10	11	-14
20	CCCN(CCC)S(=O)(=O)c1ccc(Cl)c(OC)c1	-16*	0.9	5	-1.2	0	3	-4	1672	6	16	-17
21	CCOC(=O)c1cc(OC(=O)c2cccc([N+](=O)[O-])c2)n(-c2ccccc2)n1	0.59	0.9	-5	-0.1	-2	-5	3	1480	6	4	·
22	COc1ccc(N/N=C(\C#N)C(=N)N2CCOCC2)cc1	0.029	0.7	27	-2.1	6	-2	0	1472	26	8	-5
23	CC(C)CCNc1ncnc2c1nnn2Cc1ccccc1Cl	·	0.9	20	-2.0	0	0	-7	1435	7	-8	2
24	O=C(CC1Nc2ccccc2NC1=O)c1ccccc1 (stereo not drawn)	-1.5	0.8	6	1.9	-9	5	10	1426	21	5	-23
25	COc1ccc(C2Nc3ccccc3C(=O)N2c2ccc(F)cc2)cc1Cn1nnc2ccccc21 (stereo not drawn)	·	1	20	0.4	-8	2	5	1446	2	-9	-16
26	Cc1sc2ncnc(SCC(=O)N3CCC(c4noc5ccc(F)cc45)CC3)c2c1C	·	0.8	1	0.5	4	-2	-2	1448	15	-2	·
27	CCCOc1cc(C)c(S(=O)(=O)N2CCN(C)CC2)cc1C	·	0.9	24	0.9	6	5	-6	1697	7	-3	0
28	CCOc1cc(C2NN=C(c3ccccc3)S2)ccc1OCc1ccccc1Cl (stereo not drawn)	-0.46	0.9	-4	-2.6	15	1	-6	1451	12	2	·
29	CCc1ccc(N(C(=O)CNC(=O)c2ccco2)C(C(=O)NCC2CCCO2)c2ccccc2)cc1 (stereo not drawn)	0.05	1	-1	0.4	-1	-3	2	1554	-1	3	-18
30	N#Cc1cc([N+](=O)[O-])ccc1Oc1cccc(/C=N/NC(=O)c2cccc(Cl)c2)c1	-0.012	0.7	18	-0.6	8	5	2	1661	30	0	·
31	COc1ccc(C(C(=O)NC(C)(C)C)N(Cc2ccccc2)C(=O)CCC(=O)Nc2cc(C)on2)cc1 (stereo not drawn)	-0.49	1	95*	-0.2	-3	-1	4	1428	-5	-1	-14
32	CC(=O)n1cc([C@H]2C=C(C(=O)N3CCN(Cc4ccccc4)CC3)O[C@@H](OCCCCO)C2)c2ccccc21	·	1.3	11	-0.1	9	3	-2	1633	-25	0	-18
33	Cc1cc(C)n(-c2ccc(C(=O)OCC(=O)Nc3ccc(Cl)cc3[N+](=O)[O-])cc2)n1	·	0.9	0	0.5	-5	-2	5	1622	6	-6	8
34	CCCN(CCC)CCCNC(=O)c1nn(-c2cccc(OC)c2)c(=O)c2ccccc12	-2.2	1.1	-3	-0.3	7	5	-6	1647	-11	-2	11
35	COCCN1C(=O)C(=O)/C(=C(/O)c2cccc(S(=O)(=O)N(C)C)c2)C12C(=O)N(C)c1ccccc12 (stereo not drawn)	·	1	-1	2.3	5	8	-4	1732	4	6	-54
36	C/C(=N\NC(=O)c1cccnc1)c1c(O)cc(C)oc1=O	0.42	1	-7	3.1	8	1	-8	1674	0	12	0

Not a retest: five of the compounds above.
cpd	SMILES	ROMK mod	bIAP act	Lmaj promast	Redox H2O2 prof	PPARg SRC2 recr	PPARg SRC-3 ag	TLR4-MyD88 BLA	TR-FRET SRC-2 ct	bIAP inh	PPARg SRC-1 ag	S1P3 antag
27	CCCOc1cc(C)c(S(=O)(=O)N2CCN(C)CC2)cc1C	·	0.9	24	0.9	6	5	-6	1697	7	-3	0
28	CCOc1cc(C2NN=C(c3ccccc3)S2)ccc1OCc1ccccc1Cl (stereo not drawn)	-0.46	0.9	-4	-2.6	15	1	-6	1451	12	2	·
29	CCc1ccc(N(C(=O)CNC(=O)c2ccco2)C(C(=O)NCC2CCCO2)c2ccccc2)cc1 (stereo not drawn)	0.05	1	-1	0.4	-1	-3	2	1554	-1	3	-18
30	N#Cc1cc([N+](=O)[O-])ccc1Oc1cccc(/C=N/NC(=O)c2cccc(Cl)c2)c1	-0.012	0.7	18	-0.6	8	5	2	1661	30	0	·
31	COc1ccc(C(C(=O)NC(C)(C)C)N(Cc2ccccc2)C(=O)CCC(=O)Nc2cc(C)on2)cc1 (stereo not drawn)	-0.49	1	95*	-0.2	-3	-1	4	1428	-5	-1	-14

Remaining list, next part:
cpd	SMILES	ROMK mod	bIAP act	Lmaj promast	Redox H2O2 prof	PPARg SRC2 recr	PPARg SRC-3 ag	TLR4-MyD88 BLA	TR-FRET SRC-2 ct	bIAP inh	PPARg SRC-1 ag	S1P3 antag
37	CC1(C)CC(N2CCC(=O)N(C3CC(C)(C)NC(C)(C)C3)C2)CC(C)(C)N1	-0.0096	0.9	-7	0.1	4	1	1	1701	7	0	1
38	Cc1ccc2nc(Cl)c(/C=N/NC(=O)[C@H]3C[C@@H]3c3ccccc3)cc2c1	-0.77	0.9	48	0.2	-7	2	2	1460	7	0	-1
39	Cc1ccc(C(=O)N/C(=C\c2ccccc2)C(=O)NCCCn2ccnc2)cc1	0.16	1.1	-2	-1.0	6	4	-8	1642	-11	9	-2
40	CC(NCc1ccc2c(c1)OCO2)C(=O)NC1CCCCC1 (stereo not drawn)	·	1	-2	-0.7	4	5	-3	1701	-4	8	9
41	CC1CN(C(=O)CCc2ccccc2)C(C)CN1C(=O)CCc1ccccc1 (stereo not drawn)	·	1	18	2.5	6	6	-10	1593	-2	7	·
42	CCC(C)[C@H](NC(=O)NCc1ccc(S(N)(=O)=O)cc1)C(=O)OC (stereo partly drawn)	0.9	0.9	3	-0.1	-12	-4	-10	1603	11	-1	0
43	Cc1cnnn1-c1ccc(C(=O)CCl)cc1	·	1	35	1.7	2	11	-11	1644	0	6	·
44	CNC(=O)Nc1cccc(C(F)(F)F)c1	-0.34	0.9	-4	0.5	10	-2	2	1640	6	2	-2
45	CC1(C)OC(=O)N(c2ccccc2)C12C=Cc1c(ccc3ccccc13)O2 (stereo not drawn)	·	0.9	83*	0.2	1	-2	-20	1774	6	-1	·
46	COc1cc(NC(=O)Cc2cccs2)cc(OC)c1	0.032	0.8	-6	0.8	4	1	11	1436	22	2	6
47	COC(=O)c1cc(Br)c(=O)n(CCN2CCCC2)c1	·	1	1	-5.0	1	7	1	1688	-4	9	·
48	COCc1nnc(NC(=O)c2ccccc2[N+](=O)[O-])s1	·	1.5	-7	0.0	3	4	-3	1768	-52	-4	14
49	O=C(Nc1nnc(-c2ccco2)o1)c1ccc(Cl)cc1	-0.26	1	29	0.4	-1	0	-1	1397	-4	5	-20

Not a hit list, and some 11% of all compounds hit somewhere here.
